Screening data from PubChem.
12-LOX inh: inhibitors of human 12S-lipoxygenase ALOX12. purified 12hLO, xylenol orange hydroperoxide absorbance. Potency, µM (highest dose often 108 µM), for inactives: at the top dose activity change, negative = inhibition, usual class: inhibitors. 580,000 compounds, 1.1% hits; also: potency is read from the fitted curve at half-maximal effect; % is scaled to controls: 0 for no effect and ±100 for the full control effect
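Hydroperoxide product was detected by ferrous iron/xylenol orange as the 573 to 405 nm absorbance ratio. Arachidonic acid at 40 uM (final) was turned over for 30 min at room temperature by 150 nM human 12hLO, pH 7.0 Hepes buffer, after 15 min compound preincubation.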
APEX1 inh: APE1 (human) endonuclease inhibition | Potency, µM (top dose mostly 65.8 µM), without a hit: at the top dose activity change, negative = inhibition, hits mostly inhibitors | P27695 | recombinant APE1, TAMRA/BHQ-2 abasic DNA cleavage fluorescence | 350,000 compounds, 0.35% hits | AID 2517;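 also: potency is read from the fitted curve at half-maximal effect; plate controls were vehicle for no effect and reference inhibitor for full effect; nearly all actives have a fitted effect of over 55% in size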
Target sequence (P27695 whole entry, looked up): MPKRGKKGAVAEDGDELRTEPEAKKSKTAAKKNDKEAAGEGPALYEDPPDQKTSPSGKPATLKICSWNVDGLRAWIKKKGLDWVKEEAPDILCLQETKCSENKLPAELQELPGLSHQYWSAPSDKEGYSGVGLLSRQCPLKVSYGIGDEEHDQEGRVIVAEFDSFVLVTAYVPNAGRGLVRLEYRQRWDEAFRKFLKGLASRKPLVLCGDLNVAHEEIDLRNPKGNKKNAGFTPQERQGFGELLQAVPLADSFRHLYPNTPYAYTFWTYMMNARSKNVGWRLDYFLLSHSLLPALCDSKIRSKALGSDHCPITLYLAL
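Step 1: APE1 (0.75 nM) with compound, 15 min RT. Step 2: add 50 nM fluorophore/quencher THF duplex. Step 3: three fluorescence reads 60 s apart (525/598 nm); read 3 minus read 1 = reaction progress.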
Pol iota inh: blocks human DNA polymerase iota activity. AID 588590. 390,000 compounds, 1% hits. Potency, µM (top dose mostly 115 µM), for inactives: top-dose activity, negative = inhibition, most hits filed as inhibitors. Pol iota fluorescent replication assay, 10 min; also: potency is read from the fitted curve at half-maximal effect
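Fluorescent replication assay read twice, at 0 min and 10 min after adding 50 nM (final) substrate. Enzyme (10 nM) and compounds were first incubated 15 min at room temperature; enzyme-free buffer wells were negative controls.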
Pol kappa inh: inhibitors of human DNA polymerase kappa; purified Pol kappa, fluorescent DNA synthesis assay, 10 min; Potency, µM (top dose mostly 107 µM), without a hit: at the highest dose activity, negative = inhibition, usual class: inhibitors; 400,000 compounds, 0.53% hits; also: potency is read from the fitted curve at half-maximal effect; % is scaled to controls: 0 for no effect and ±100 for the full control effect
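10 nM Pol kappa was preincubated with compounds for 15 min at room temperature. Reaction started with 50 nM (final) substrate. Fluorescence read kinetically at 0 and 10 min.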
TRHR agonist: activates the human TRH receptor. P34981. AID 493084. activation, % at 2 µM. TRHR cells, calcium flux fluo-8, FDSS agonist mode. 360,000 compounds, 0.18% hits; in the data active = activation above about 30%; also: 0% is about no effect
Target sequence (P34981 whole entry, looked up): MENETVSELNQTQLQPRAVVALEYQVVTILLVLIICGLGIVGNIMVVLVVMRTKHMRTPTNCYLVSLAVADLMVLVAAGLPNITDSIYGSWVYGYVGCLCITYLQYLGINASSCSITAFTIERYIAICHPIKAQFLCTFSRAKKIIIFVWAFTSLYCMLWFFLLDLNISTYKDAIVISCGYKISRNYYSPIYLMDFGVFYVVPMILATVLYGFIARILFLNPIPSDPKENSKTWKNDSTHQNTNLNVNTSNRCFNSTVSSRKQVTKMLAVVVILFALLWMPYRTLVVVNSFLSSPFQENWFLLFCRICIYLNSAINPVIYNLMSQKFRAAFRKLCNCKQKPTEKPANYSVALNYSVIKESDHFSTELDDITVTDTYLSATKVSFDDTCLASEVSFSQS
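Fluo-8-loaded TRHR cells; 10 s baseline, compound added, kinetic Ca2+ fluorescence read 1/s, agonist mode.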
BLM inh: blocks DNA unwinding by human BLM helicase. P54132. recombinant BLM DNA unwinding, fluorescence dequenching. Potency, µM (top dose mostly 56.1 µM), for the others: at the top dose activity change, negative = inhibition, hits mostly inhibitors. 350,000 compounds, 0.2% hits;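 also: potency is read from the fitted curve at half-maximal effect; plate controls were vehicle for no effect and no enzyme for full effect; nearly all actives have a fitted effect of over 35% in size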
POLB inh: DNA polymerase beta (human) inhibition; Pol beta primer extension/strand displacement, fluorescence kinetic; Potency, µM (series often up to 114 µM), for inactives: top-dose activity change, negative = inhibition, hits mostly inhibitors; 340,000 compounds, 1.3% hits; AID 485314; P06746; also: potency is read from the fitted curve at half-maximal effect; % is scaled to controls: 0 for no effect and ±100 for the full control effect
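10 nM enzyme + cpd, 15 min RT; start with substrate 50 nM final; read 0 min and after 10 min RT. Corrected, normalized data; 4-parameter Hill curve fit.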
Anesthetic bind: candidate novel general anesthetic via apoferritin binding. P02791. apoferritin/1-aminoanthracene competitive binding, fluorescence. Potency, µM (top dose mostly 77.5 µM), for inactives: at the highest dose activity change, negative = displacement, actives largely listed as inhibitors. 350,000 compounds, 0.074% hits. AID 485281; also: potency is read from the fitted curve at half-maximal effect; % is scaled to controls: 0 for no effect and ±100 for the full control effect; nearly all actives have a fitted effect of over 20% in size
Target sequence (P02791 2-175 limits assumed): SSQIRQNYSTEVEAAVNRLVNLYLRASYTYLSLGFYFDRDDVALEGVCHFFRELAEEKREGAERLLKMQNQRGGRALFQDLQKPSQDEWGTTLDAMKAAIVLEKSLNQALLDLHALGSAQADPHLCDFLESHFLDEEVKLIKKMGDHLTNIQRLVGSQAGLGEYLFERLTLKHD
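In PBS, apoferritin at 10 uM is loaded with 1-AMA from a 50% saturated solution. After 10 min of compound exposure at ambient temperature, reduced 535 nm fluorescence indicates probe displacement.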
ERG Ets-DNA blk: ERG Ets/DNA interaction inhibition; fluorescence polarization, His-ERG Ets domain / labelled DNA; Potency, µM (series often up to 76.9 µM), for inactives: top-dose FP activity, negative = inhibition, usual class: inhibitors; 370,000 compounds, 0.028% hits; active = well fitted inhibition curve with a large enough effect in the polarisation, with a control signal flat; inconclusive = small, poorly fitted or top-dose-only effect, or effect the other way, or a change in a side signal; inactive = no such curve, though single readings can be large or run the other way; the % refers to the polarisation;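 also: polarization taken with two DNA probes labelled with fluorescein and Texas red; potency is read from the fitted curve at half-maximal effect; % of control where 0% means no effect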
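His-tagged ERG Ets domain (1 uM in the protein solution; 300mM KCl, 50mM Tris-HCl, 1mM EDTA, 1mM DTT, pH 7.5) received compound, then a probe mix of 5 nM fluorescein-DNA and 100nM Texas-615-DNA. Fluorescence polarization was read for both dyes.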
Active calls of the source: *; u = inconclusive; x = no result given; & = joins results of further samples; [ ] = dose if it differs, or a comment. Unless noted, calls follow the shape of the dose curve; as a rule, active = well fitted curve in the direction sought with a large enough effect; inconclusive = small, poorly fitted or top-dose-only effect, or another doubt; inactive = no such curve, though single readings can be large; an effect the other way counts as inactive or inconclusive. An excerpt, so the mix of outcomes need not match the whole.

canonical_smiles	12-LOX inh	APEX1 inh	Pol iota inh	Pol kappa inh	TRHR agonist	BLM inh	POLB inh	Anesthetic bind	ERG Ets-DNA blk
COc1ccccc1/C=C1\SC(=S)N(CC(=O)NC2CCS(=O)(=O)C2)C1=O (centres undefined)	-5%	50%[activator]	7%	5%	0.6	-1%	u	u	-1%
COc1ccc(C(=O)OCC(=O)N2CCN(C(=O)c3ccco3)CC2)cc1OC	3%	6%	23%	-15%	x	x	x	x	-9%
O=C1CC[C@@]23/C=C/C(=O)NCCCCNCCCNC(=O)/C=C/c4ccc(c2c4)OC3C1 (some centres undefined)	x	0%	x	-4%[60.1 µM]	x	-9%	x	-9%	x
O=C(NC(=O)c1cccc(F)c1)Nc1nc(-c2ccc(F)cc2)cc(C(F)(F)F)n1	3%	-8%	-1%	-10%	-0.4	-25%	-26%	-5%	7%
COc1cccc(CN(C(=O)Cc2c[nH]c3ccccc23)C(C(=O)NC2CCCCC2)c2cccs2)c1 (centres undefined)	0%	-1%	9%	-17%	0.2	-9%	0%	-3%	-6%
COc1ccc(CN(C)C(=O)c2cc(S(=O)(=O)Nc3ccccc3F)ccc2C)c(OC)c1	-26%	-6%	6%	-19%	0.2	-2%	12%	-20%	-1%
Cc1cccc2cc(CN(Cc3cccs3)C3(c4nnnn4C4CCCC4)CCCC3)c(=O)[nH]c12	14%	-2%	22%	5%	0.1	-2%	19%	-5%	-11%
O=C(/C=C/c1ccccc1)OCCN1C(=O)c2ccccc2C1=O	u	13%	-19%	5%	0.7	-12%	-1%	-7%	6%
CC(C)N(Cc1nccn1C)C(=O)c1cc(COc2cccc(C(F)(F)F)c2)on1	-11%	38%	23%	6%	0.0	0%	-27%	-6%	3%
CCC(C)[C@H](NS(=O)(=O)c1ccc(C)cc1)C(=O)N1CCC(C(=O)N2CCC(C(N)=O)CC2)CC1 (some centres undefined)	0%	7%	4%	-7%	-0.1	0%	11%	-6%	10%
Cc1cc(=O)n(C)c(=O)n1CCCCCOc1cccc([N+](=O)[O-])c1	-3%	1%	11%	-10%	-0.3	-2%	18%	-18%	0%
CCN1C[C@@H]2[C@@H]3C(=O)N(C)C(=O)[C@@H]3[C@](Cc3ccccc3)(C1=O)N2C(=O)c1ccc(Br)cc1	u	x	19%	-1%	x	x	x	x	5%
Cc1ccc(/C=N/NC(=O)c2c[nH]c3ccccc23)o1	x	-1%	11%	-9%	-0.1	-5%	-1%	-3%	x
O=C(c1ccccc1)C(O)c1ccccc1 (centres undefined)	-3%	-13%&1%	-11%	-6%	0.2	5%	x	x	-4%
O=C1[C@@H]2[C@H](Cc3ccc(O)cc3)N[C@]3(C(=O)Nc4ccccc43)[C@@H]2C(=O)N1c1ccc(F)cc1	0%	-4%	x	x	0.4	-2%	-15%	-12%	x
COc1ccc(N(C)S(=O)(=O)c2c(C)[nH]c(=O)[nH]c2=O)cc1	-8%	-2%	7%	-15%	0.7	-2%	37%	-6%	5%
O=C(OCc1c(F)cccc1Cl)c1cnccn1	-14%	-1%	1%	-17%	0.1	-4%	0%	-9%	6%
O=C(c1ccc(CS(=O)(=O)c2c(Cl)cccc2Cl)o1)N1CCN(c2ccccn2)CC1	1%	-5%	31%[activator]	-11%	1.6	-4%	-26%	-20%	-4%
CCC(C(=O)Nc1ccc(C(C)C)cc1)c1ccccc1 (centres undefined)	0%	-1%	71%[activator]	-4%	10	-2%	9%	u	1%
N=C1c2ccccc2CN1NC(=O)c1cccc(S(=O)(=O)N2CCCC2)c1	-10%	0%	4%	-2%	-0.5	-8%	25%[57.1 µM]	-5%	4%
COc1ccccc1C(NC(C)=O)c1c(O)ccc2ccc(O)cc12 (centres undefined)	356%[activator]	x	0%	0%	x	x	x	x	1%
COc1ccc(C)cc1S(=O)(=O)N(C)CC(=O)N1CCC(C(N)=O)CC1	-22%	u	-3%	1%	0.0	-4%	1%	-3%	-10%
COc1cccc(OCC(=O)O/N=C(\N)c2ccc(OC)c(OC)c2)c1	-19%	-6%	15%	4%	0.6	-11%	1%	-1%	0%
COc1ccc(Nc2ncnc3c2oc2ccccc23)cc1	u	u	7%	-4%	-2.3	-4%	2%	0%	4%
CCOC(=O)c1c(NC(=O)c2cc(=O)c3cc(C)ccc3o2)sc2c1CCCC2	-13%	x	34%[activator]	-23%	0.6	1%	-1%	1%	3%
COc1ccc(C(=O)N2CCC3(CCCN(Cc4ccncc4)C3)CC2)cc1	8%[57.4 µM]	4%	x	-2%[60.1 µM]	x	2%	x	x	x
Cc1ccc(NC(=O)c2cc3ccccc3cc2O)cc1	0%	30%[activator]	-14%	-26%	1.5	-5%	u	3%	11%
COc1ccc(Cl)cc1-c1nc(-c2ccc(NC(=O)c3ccncc3)cc2)no1	0%[57.4 µM]	x	12%	4%	x	x	x	x	2%
COC(=O)c1ccc(C(=O)OC)c(NC(=S)N2CCN(c3cccc(Cl)c3)CC2)c1	-7%	-4%	33%[activator]	4%	-0.5	-11%	5%	-8%	x
C=CCNC(=O)CSc1nnc(C(CC)N(C)C)n1C1CCCCC1 (centres undefined)	6%	1%	23%	-5%	-0.6	0%	17%	4%	-4%
CCOc1cc(C=O)ccc1OCC(=O)N1CCCC1	18%	-5%	22%	-7%	0.6	-1%	3%	-1%	1%
COc1ccc(-c2csc3ncnc(Nc4ccc(OC)cc4OC)c23)cc1	-3%&-24%	x	-8%	-2%[60.1 µM]	0.9	-6%	-10%	190%[activator]	-1%
COc1ccc(C)cc1NC(=O)c1cnc2ccc(C)cn2c1=O	-26%	x	11%	-17%	-0.5	-2%	u	3%	-4%
CCCNC(=O)c1onc(CSc2ccc(Cl)cc2)c1C(=O)NCCOC	-22%	x	23%	-9%	x	x	x	x	11%
CCOC(=O)C1(Cc2cccc(OC)c2)CCN(CC(O)CO)CC1 (centres undefined)	15%	2%	27%	-2%	-0.7	-1%	24%	-8%	1%
CCOc1ccc(N(CC(=O)Nc2ccccc2C(=O)NC(C)CC)S(C)(=O)=O)cc1 (centres undefined)	2%	10%	19%	-16%	0.1	1%	0%	-9%	1%
COc1ccc(OC)c(C2Nc3nc4ccccc4n3C(C)=C2C(=O)Nc2ccc(C)cc2C)c1 (centres undefined)	0%	-6%	13%	-13%	-0.2	4%	4%	-24%	-7%
O=C(c1cc2c(s1)-c1ccccc1OC2)N1CCCC1	234%[activator]	-1%	19%	14%	0.3	-2%	12%	272%[activator]	17%
CCN(CC(=O)Nc1ccc(C)c(F)c1)CC(=O)NC(C)(C)C	-1%	-1%	44%[activator]	0%	1.4	-7%	24%	-14%	9%
CC(Nc1ncnc2c1cnn2-c1cccc(Cl)c1)c1ccccc1 (centres undefined)	-25%	x	4%	-6%[60.1 µM]	1.6	-13%	-1%	4%	-4%
CCCn1c(SCC(=O)N2CCN(CC)CC2)nc2c1c(=O)n(C)c(=O)n2C	22%	11%	-5%	-4%	-0.1	-3%	-9%	-2%	-3%
COc1ccc(OC)c(/C(O)=C/C(=O)C(=O)Nc2cc(C)cc(C)c2)c1	-3%	-1%	u	-11%	0.0	-11%	2%	u	-13%
O=C(NCC1COCCO1)c1cc(COc2ccc(F)cc2F)on1 (centres undefined)	x	13%	8%	-5%	-0.8	-1%	10%	u	3%
C/C(=C/c1ccccc1)C(=O)N1CCN(c2ccccc2)CC1	15%	12%	-1%	10%	-0.1	-11%	1%	-12%	-5%
O=C(Cc1ccccc1)Nc1ccc2c(c1)OC1(CCCC1)O2	-26%	-3%	-15%	-8%	0.0	x	x	x	x
Cc1cccc(OCc2nnc(SCC(=O)N3CC(=O)Nc4ccccc43)o2)c1	4%	u	13%	0%	-0.4	-1%	-23%	u	8%
COc1ccc(CCNC(=O)C2CCN(C(=O)c3ccc([N+](=O)[O-])cc3)CC2)cc1	0%	-4%	-18%	-9%[60.1 µM]	-0.1	-5%	4%	-7%	5%
Cc1cc(NC(=O)c2cccc(S(=O)(=O)N3CC(c4ccccc4)CC3=O)c2)no1 (centres undefined)	426%[activator]	-10%	-13%	-8%	0.2	-1%	-3%	0%	-6%
Cn1c(Cn2c(=O)sc3ccccc32)nnc1SCC(=O)NCc1ccccc1	315%[activator]	-7%	-3%	u	-0.3	4%	-1%	7%	8%
O=C(/C=C\c1ccc2c(c1)OCO2)NC1CC(=O)N(c2ccc(Cl)cc2)C1 (centres undefined)	-6%	x	5%	-5%[60.1 µM]	-0.1	-3%	-6%	-2%	4%
CCc1ccc(C2CC(=O)c3c([nH]c(C(=O)OC4CCC(C)CC4)c3C)C2)cc1 (centres undefined)	-9%	x	41%[activator]	8%	1.0	-2%	10%	-4%	0%
CCCc1cc(=O)[nH]c(SCC(=O)Nc2sc3c(c2C#N)CCCC3)n1	u	-11%	-8%	-7%	0.3	-1%	1%	u	9%
Cc1cc(C)c2nc(SCCc3ccccc3)nc(C)c2c1	u	2%	16%	-18%	0.5	-3%	-6%	-13%	-2%
O=C(NCC1CCCO1)C1CCCN1C(=O)NC1CCCCC1 (centres undefined)	0%	-1%	49%[activator]	-3%	0.0	1%	14%	-5%	5%
COc1ccc(N2CCN(C(=O)C3CCCN(S(=O)(=O)c4ccc5c(c4)oc(=O)n5C)C3)CC2)cc1 (centres undefined)	0%&-29%	13%	-4%&39%	4%&-11%	0.7&-0.5	2%&1%	-21%&16%	-7%&-8%	-8%&-2%
